DUSP3 inh – inhibitors of human VHR1 phosphatase (DUSP3); P51452; recombinant VHR phosphatase, pNPP absorbance; inhibition, % at 13.3 µM; hit rate 0.52% among 290,000; AID 1654; in the data active = inhibition above about 50%; also: some compounds called inactive have numbers as strong as hits
Target sequence (P51452 whole entry, looked up): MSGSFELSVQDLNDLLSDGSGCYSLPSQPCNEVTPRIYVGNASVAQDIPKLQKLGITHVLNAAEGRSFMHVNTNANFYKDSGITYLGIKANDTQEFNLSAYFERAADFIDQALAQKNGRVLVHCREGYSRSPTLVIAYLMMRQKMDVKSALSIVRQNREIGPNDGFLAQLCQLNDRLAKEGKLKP
Mtb FBA inh – inhibitors of M. tuberculosis fructose-bisphosphate aldolase; P9WQA3; purified M. tuberculosis FBA, fluorescence read-out; inhibition, % at 1 µM; hit rate 2.3% among 360,000; in the data active = inhibition above about 27%;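 also: 0% = vehicle and 100% = reference inhibitor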
Rv3671c protease – Rv3671c (M. tuberculosis) protease inhibition; inhibition, % at 5.96 µM; hit rate 0.048% among 320,000; AID 2606; in the data active = inhibition above about 38%;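 also: extracellular domain of Rv3671c used as enzyme; 0% = enzyme with DMSO and 100% = no enzyme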
Target sequence (P9WHR9 whole entry, looked up, the tested form may be a part): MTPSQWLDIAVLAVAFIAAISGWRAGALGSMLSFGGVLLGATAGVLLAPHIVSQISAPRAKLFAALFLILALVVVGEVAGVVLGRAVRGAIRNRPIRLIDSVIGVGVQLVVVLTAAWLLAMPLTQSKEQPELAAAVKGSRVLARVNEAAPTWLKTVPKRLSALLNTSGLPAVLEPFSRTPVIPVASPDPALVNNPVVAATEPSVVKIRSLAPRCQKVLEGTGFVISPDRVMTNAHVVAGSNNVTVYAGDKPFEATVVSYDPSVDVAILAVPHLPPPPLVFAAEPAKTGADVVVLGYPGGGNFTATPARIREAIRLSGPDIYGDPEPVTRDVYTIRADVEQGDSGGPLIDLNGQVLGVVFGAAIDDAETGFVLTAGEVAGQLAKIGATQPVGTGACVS
GDH-TPI inh – GDH-TPI coupled enzyme inhibition counter-screen; GDH-TPI coupled enzyme counterscreen, NADH absorbance; inhibition, % at 4.8 µM; hit rate 1.2% among 360,000; in the data active = inhibition above about 30%;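 also: 0% = DMSO wells and 100% = wells lacking the enzyme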
3CLpro inhibitor – SARS-CoV 3CLpro protease inhibition; inhibition, % at 6 µM; P0C6X7; AID 1706; recombinant SARS-CoV 3CLpro, quenched FRET peptide cleavage; hit rate 0.14% among 290,000; in the data active = inhibition above about 12%
UGM FP inh – blocks M. tuberculosis UGM enzyme; purified UGM, fluorescence polarization probe displacement; inhibition, % at 10 µM; hit rate 0.06% among 320,000; AID 504406; in the data active = inhibition above about 10%, passing the limit was not always enough
SSB-PriA inh – blocks PriA binding to SSB C-terminal tail. AlphaScreen SSBct-PriA binding, biotinylated peptide. inhibition, % at 33 µM. hit rate 0.6% among 430,000. AID 1272365; in the data active = inhibition mostly above about 37%, no sharp cut-off; inactive = mostly below about 20%;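 also: plate controls were negative control peptide for no effect and reference peptide for full effect; strong numbers were not always called active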
Mtb BioA inh – inhibitors of Mycobacterium tuberculosis BioA enzyme. hit rate 0.096% among 360,000. purified M. tuberculosis BioA enzyme, plate reader. AID 602481. inhibition, % at 9.99 µM; in the data active = inhibition above about 40%
MazF activator – activators of E. coli MazEF toxin-antitoxin RNase; P0AE70; FAM/BHQ RNA-DNA oligo cleavage fluorescence, 5 h; activation, % at 20 µM; hit rate 0.32% among 350,000; AID 504720; in the data active = activation above about 50%
Target sequence (P0AE70 whole entry, looked up): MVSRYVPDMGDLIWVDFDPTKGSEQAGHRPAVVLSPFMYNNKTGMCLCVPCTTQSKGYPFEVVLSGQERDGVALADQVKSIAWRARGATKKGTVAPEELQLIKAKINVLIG
Vc quorum ag – inducers of Vibrio cholerae quorum light production without autoinducers; V. cholerae BH1578 lux reporter, luminescence, 6 h; activation, % at 18.7 µM; hit rate 0.16% among 350,000; in the data active = activation mostly above about 9.7%, no sharp cut-off; also: not every result past the cut was called active; inactives centre near 0; reference of the scale not given here
Numbers without * were called inactive; i = inactive; . = not tested or not shown; & = joins results of further samples. Some of the compounds tested (hit frequency here may not be typical).

no.	structure	Vc quorum ag	GDH-TPI inh	MazF activator	Rv3671c protease	Mtb BioA inh	3CLpro inhibitor	SSB-PriA inh	UGM FP inh	DUSP3 inh	Mtb FBA inh
1	O=C(CSC1=NCCN1)Nc1cccc([N+](=O)[O-])c1	i	1	2	-2	-1.0	1	7	-1.6	32	1
2	Nc1nc(SCC(=O)c2ccc(Oc3ccccc3)cc2)n[nH]1	-0.4	4	4	-8	-2.9	1	-1&-11	0.5	-9	1
3	C[C@@H]1CN([C@H](C)CO)C(=O)CCCn2nncc2CO[C@H]1CN(C)Cc1cccc(C(=O)O)c1	i	4	7	.	-3.0&-0.3	.	.	.	.	5
4	Cc1ccc(C2=CC(c3ccc(N(C)C)cc3)n3nnnc3N2)cc1 (centres undefined)	i	3	64*	2	-2.1	0	-3	-8.0	21	1
5	COc1cc(NC(=O)c2cccs2)c(OC)cc1NC(=O)Nc1ccc(F)cc1	-1.2	12	0	.	0.2	0	13	-2.7	20	3
6	CN(C)c1cccc(C(=O)NCC(c2ccco2)N(C)C)c1 (centres undefined)	-1.8	1	8	-3	-0.2	-5	1	3.9	18	5
7	COc1ccc(OCC(=O)NNC(=O)C(=O)Nc2ccccc2)cc1	0.0	1	0	-1	0.5	.	7	0.3	.	0
8	Cc1nn(C)c(C)c1S(=O)(=O)N(CC(=O)Nc1nccs1)c1ccc(C(C)C)cc1	-0.3	-7	9	9	0.4	0	-10	.	3	3
9	COc1ccc2oc3cc(C)[n+]([O-])c(-c4ccc(Cl)cc4)c3c2c1	2.0	7	-5	-9	6.8	0	-7	-3.8	-7	12
10	Cc1cccc(-n2[nH]c3c4c(ccc3c2=O)C(=O)c2ccccc2C4=O)c1	-0.3	6	-4	1	.	-2	-11	1.9	15	-1
11	O=C(c1cnccn1)N(c1ccccc1)C1(C(=O)NC2CCCC2)CCCCC1	.	-13	10	3	-1.9	2	-8	-0.5	5	-17
12	Cc1cc(C(=O)CCC(=O)N(C)CC2COc3ccccc3O2)c(C)s1 (centres undefined)	-0.2	5	-7	.	0.5	.	.	.	.	5
13	CCOc1cc2[nH]c(=O)n(CC3CCC(C(=O)NCCCOC)CC3)c(=O)c2cc1OCC (centres undefined)	-1.6	4	13	5	.	1	-1	-1.0	14	14
14	CC1CC(C)CN(S(=O)(=O)c2ccc(NC(=O)c3ccc(=O)[nH]c3)cc2)C1 (centres undefined)	i	3	20	-20	-0.8	.	-5	1.7	.	1
15	COCCNC(=O)c1cccc(OC2CCN(Cc3ccccc3C)CC2)c1	0.7	0	7	1	-0.2	1	-14	4.0	49	1
16	CCNC(=S)Nc1ccc2c(c1)c(=O)n(C)n2-c1cc(C)cc(C)c1	-0.7	13	.	.	2.7	.	.	.	.	8
17	COc1cccc(CNC(=O)Cc2ccc(Br)cc2)c1	3.8	-1	-1	-9	-0.4	-2	-2	1.9	28	1
18	Cc1cccc(Cn2c(=O)c3c(nc4n3CCN4Cc3ccco3)n(C)c2=O)c1	-0.3	0	2	8	2.4	4	-2	1.8	-14	2
19	COCCNC(=O)c1ccc(N2CCC3(CC2)OCCO3)c([N+](=O)[O-])c1	-0.2	-11	2	-14	.	5	-9	-0.1	13	1
20	CCN(CC(=O)Nc1ccc2c(c1)OCCO2)C(=O)/C=C/c1ccc(F)cc1	-0.9	-5	10	4	1.8	7	6	0.2	40	-1

Results in MazF activator, 3CLpro inhibitor and Vc quorum ag (3 entries from above):
entry	SMILES	MazF activator	3CLpro inhibitor	Vc quorum ag
4	Cc1ccc(C2=CC(c3ccc(N(C)C)cc3)n3nnnc3N2)cc1 (centres undefined)	64*	0	i
5	COc1cc(NC(=O)c2cccs2)c(OC)cc1NC(=O)Nc1ccc(F)cc1	0	0	-1.2
6	CN(C)c1cccc(C(=O)NCC(c2ccco2)N(C)C)c1 (centres undefined)	8	-5	-1.8

Next part.
no.	structure	Vc quorum ag	GDH-TPI inh	MazF activator	Rv3671c protease	Mtb BioA inh	3CLpro inhibitor	SSB-PriA inh	UGM FP inh	DUSP3 inh	Mtb FBA inh
21	CCc1nc(SCCO)c2oc3ccccc3c2n1	3.4	9	4	2	-1.8	-1	-23	-2.7	21	1
22	Cc1cc(S(=O)(=O)N2CCCCC2)c(C)s1	-0.2	-2	2	-10	-4.1	-3	-9	-1.4	7	-1
23	CC(C)=NNC(=O)c1c(O)c2ccccc2[nH]c1=O	-0.5	5	4	-7	.	-2	-20	1.9	-12	-4
24	Cc1c(C(=O)N2CCc3ccccc32)cnn1C	i	0	3	-5	.	-3	-10	0.0	-8	5
25	CCNC(=O)CCSc1nnc(-c2ccco2)o1	835*	11	-1	2	.	5	-10	1.7	-1	-1
26	CCn1cc([N+](=O)[O-])c(C(=O)Nc2nc(-c3ccc(C)cc3)c(C)s2)n1	i	3	0	4	.	-3	0	0.5	15	-1
27	O=C(NNS(=O)(=O)c1ccccc1Cl)c1nn(-c2ccc(F)cc2)ccc1=O	-0.6	7	-2	6	-0.3	0	-1	-3.2	-8	1
28	C[C@H](CO)N1C[C@H](C)[C@@H](CN(C)Cc2ccc(Cl)c(Cl)c2)OCc2cnnn2CCCC1=O	i	-3	7	.	1.8&4.1	.	.	.	.	-3
29	Cc1ccc(N(C(C)C(=O)N2CCC(C)CC2)S(C)(=O)=O)cc1C (centres undefined)	i	-3	1	7	-1.4	-1	0	-1.4	-1	1
30	CC[C@@]1(O)C(=O)OCc2c1cc1n(c2=O)Cc2cc3c(N)cccc3nc2-1	i	33*	10	0	-2.7	.	37	1.5	4	5

Quoted at random: 2 compounds from above
no.	structure	Vc quorum ag	GDH-TPI inh	MazF activator	Rv3671c protease	Mtb BioA inh	3CLpro inhibitor	SSB-PriA inh	UGM FP inh	DUSP3 inh	Mtb FBA inh
25	CCNC(=O)CCSc1nnc(-c2ccco2)o1	835*	11	-1	2	.	5	-10	1.7	-1	-1
22	Cc1cc(S(=O)(=O)N2CCCCC2)c(C)s1	-0.2	-2	2	-10	-4.1	-3	-9	-1.4	7	-1

Continuation:
no.	structure	Vc quorum ag	GDH-TPI inh	MazF activator	Rv3671c protease	Mtb BioA inh	3CLpro inhibitor	SSB-PriA inh	UGM FP inh	DUSP3 inh	Mtb FBA inh
31	O=[N+]([O-])c1cccc(-c2nnc3ccc4ccccc4n23)c1	0.0	0	-3	-6	-0.4	0	-2	-1.4	7	-2
32	CC1(C)NC(=O)N(CC(=O)N2CCCC(C(F)(F)F)C2)C1=O (centres undefined)	i	-5	3	1	.	.	1	1.2	.	-2
33	CN(c1ccc(C(=O)Nc2ccc3c(c2)OCCO3)cc1)S(C)(=O)=O	i	6	11	2	10	-9	-6	2.6	28	0
34	O=C(CCNS(=O)(=O)c1ccc2c(c1)CCC(=O)N2)NCc1ccc2c(c1)OCO2	.	0	-3	-4	-2.6	1	-15	0.6	-1	-3
35	Nc1nc(Cl)nc2ncn(Cc3ccccc3)c12	-0.6	-7	1	-5	3.8	3	-3	3.2	-28	3
36	CSc1ccccc1OCc1cc(C(=O)N(C)Cc2ccc(C)o2)no1	i	-4	-5	3	0.4	-2	-32	3.3	6	4
37	O=C(C1CCN(S(=O)(=O)c2cccc3cccnc23)CC1)N1CCc2ccccc21	7.7	-1	-2	7	0.0	1	-2	1.0	55*	0
38	C#CCOCCOCCOCCNc1nc(N2CCN(C(=O)CCCCCCCCCCNC(=O)[C@@H](CCSC)n3cc(CCO)nn3)CC2)nc(N2CCN(C(=O)CCCCCCCCCCNC(=O)[C@H](CCSC)n3cc(CCO)nn3)CC2)n1	i	19	21	-42	-2.7	.	-13	2.6	.	1
39	Cc1csc(NC(=O)c2cccc(C)c2C)n1	0.7	8	2	-5	.	-7	-12	-0.5	26	-1
40	CC(C)[C@H](NS(=O)(=O)c1ccccc1F)C(=O)OCC(=O)Nc1cccc(S(N)(=O)=O)c1	-0.8	9	4	-10	1.6	.	-11	-0.3	.	0
41	Cc1cc(N2C(=O)C(O)=C(C(=O)c3cc4ccccc4o3)C2c2ccc(OC(C)C)cc2)no1 (centres undefined)	i	2	1	-6	0.7	11	-13	0.2	-10	4
42	CCN1C(=O)c2ccccc2S(=O)(=O)c2ccc(C(=O)NC(C)C)cc21	-0.4	3	1	-5	1.7	-3	-3	-2.6	0	0
43	CCN(C(=O)CSc1cc(C)c2ccccc2n1)C1CCS(=O)(=O)C1 (centres undefined)	i	-3	12	-4	.	4	1	2.8	10	1
44	Cc1cc(SCC(=O)c2ccc(O)c(O)c2)nc2ccccc12	-0.1	18	1	18	.	0	3	0.7	38	-3
45	Cc1cc(C)c(NC(=O)COC(=O)CSc2ccc(Br)cc2C)c(C)c1	-0.2	7	4	12	0.1	2	1	3.7	-2	-4
46	NC(=O)CCn1ccc2ccccc21	-0.3	7	4	11	0.1	-1	-2	-1.3	0	-4
47	COCCn1c(SCC(=O)NC2CCCC2)nc2cccnc21	-0.3	14	6	-1	.	2	-11	-1.6	4	1
48	O=C(O)C1CCCCC1C(=O)NCCCc1ccccc1 (centres undefined)	-0.3	-4	8	0	1.9	3	-21	1.1	-5	-5
49	CCCc1ccc(-c2cc(C(=O)NC3=NCCS3)c3ccccc3n2)cc1	-0.3	-1	-5	8	.	0	-9	-1.0	22	0
50	CC(C)(C)C(=O)NC(=S)Nc1ccc(F)cc1	-0.1	9	3	5	.	1	-11	3.6	-8	0
51	CCn1c(SCC(=O)NC2(C#N)CCCCC2)nc2ccccc2c1=O	i	-7	3	-8	7.4	.	-9	-2.2	.	-1
52	COc1cccc(NC(=O)COC(=O)c2c3c(nc4ccccc24)CCC(C)C3)c1 (centres undefined)	-0.1	-7	-3	-20	1.7	3	13	-3.9	32	1
53	Cc1cccc(N(Cc2ccccc2)C(=O)Cc2ccc(S(=O)(=O)N3CCOCC3)s2)c1	5.0	3	-1	6	-0.7	.	-16	0.2	.	-2
54	N#CC1(NC(=O)COC(=O)c2ccccc2SCC(=O)N2CCCC2)CCCCC1	-0.2	-5	3	5	0.5	1	-6	-1.0	14	-1
55	Cc1cc2c(cc1S(=O)(=O)CCC(=O)NC1CCCCC1C)OCC(=O)N2 (centres undefined)	-0.3	6	5	-9	-0.6	-1	-2	3.7	21	8
56	Cc1nc(Nc2ccc(Cl)c(Cl)c2)sc1C(=O)Nc1ccccc1	-2.3	6	10	-40	0.5	0	-13	1.6	-4	3
57	COc1cc2c(cc1NC(=O)c1cccc([N+](=O)[O-])c1C)oc1ccccc12	i	2	5	-7	-1.4	0	-1	-2.7	24	1
58	COc1cc(C2c3cc4c(cc3OC(N3CCCC3)C2C)OCO4)cc(OC)c1O (centres undefined)	i	-3	5	.	.	.	4	.	.	-2
59	Cc1cccc(Nc2ncnc3nc[nH]c23)c1	-0.1	7	4	-5	1.9	-4	-14	-1.2	-8	0
60	CCCN1Cc2cccc(C(=O)N3CCN(c4ccccc4)CC3)c2C1=O	-1.6	-1	5	4	1.1	0	-22	0.1	10	-1
